West Nile antiviral: inhibition of WNV-induced cytopathic effect – cell-based, CPE readout (AID 1621). one-dose CPE inhibition, % at 10 µM; IC50 in µM for titrated hits. actives 0.02% (n = 290,000). West Nile virus-infected cells, CPE inhibition; higher % means a stronger effect; in the data active means a potency from the dose series; inconclusive means CPE inhibition mostly from about 3.7% at the one dose, without a potency; inactive means the rest, 99 in 100 with CPE inhibition below about 2.2%; further: strong numbers were not always called active
CSM14.1 death rescue: protection against thapsigargin-triggered cell killing – 384-well, CSM14.1, ATP luminescence, primary screen (AID 1222); CSM14.1 thapsigargin-induced death rescue, ATP luminescence; higher % means a stronger effect; 190,000 tested, under 10 active; cellular ATP content (survival), % at 20 µM; hits with a dose series show EC50 in µM;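 active means EC50 below 50 µM in the dose-response confirmation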;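 further: death triggered by thapsigargin at about 15 µM added after 2 h compound pretreatment; cell ATP read after overnight thapsigargin exposure of roughly 18 to 22 hours; normalized against plate controls of thapsigargin alone and 5% DMSO vehicle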
PMI inhibitors: inhibitors of human PMI, primary screen, biochemical, fluorescence intensity, coupled assay (AID 1209). actives 0.42% (n = 190,000). one-dose inhibition, % at 20 µM; IC50 in µM for titrated hits. purified PMI enzyme, coupled fluorescence intensity; higher % means a stronger effect;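 further: plate controls were DMSO vehicle for no effect and wells lacking substrate for full effect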
human PMI inhibitors: MPI inhibition at elevated mannose 6-phosphate – biochemical, fluorescence intensity, high mannose 6-phosphate, primary screen (AID 1220); recombinant PMI enzyme, coupled fluorescence intensity; higher % means a stronger effect; one-dose inhibition, % at 20 µM; IC50 in µM for titrated hits; actives 0.66% (n = 190,000)
Ins promoter up: MIN6 insulin promoter up-regulation. z-score at 5 µM. actives 0.3% (n = 190,000). MIN6 insulin promoter-GFP reporter, high-content imaging; stronger effect = higher value;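 active means z-score above 3 at 5 µM with at least 500 cells counted in the well; inconclusive means wells under 500 cells, flagged as cytotoxic or low count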
Large T inhibition: SV40 large T antigen inhibitors, biochemical (AID 1903) | SV40 large T antigen ATPase/helicase inhibition assay; higher % means a stronger effect | one-dose inhibition, % at 20 µM; IC50 in µM for titrated hits | actives 0.39% (n = 310,000); in the data active means a potency from the dose series; inconclusive means inhibition mostly from about 32% at the one dose, without a potency; inactive means the rest, 99 in 100 with inhibition below about 32%; further: strong numbers were not always called active
PhoP inhibition: inhibitors of PhoP regulon expression, primary screen, Salmonella Typhimurium, GFP reporter (AID 1863) | S. Typhimurium PhoP-regulated promoter GFP reporter, 4 h; higher % means a stronger effect | one-dose inhibition, % at 50 µM; IC50 in µM for titrated hits | actives 0.16% (n = 300,000);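 active means inhibition over 29.93%, a cutoff 3 SD above the screen mean, later confirmed by dose response; inconclusive means inhibition over 29.93% but no dose response follow-up; inactive means inhibition at most 29.93% or unconfirmed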;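 further: 0% = low Mg2+ inducing control and 100% = high Mg2+ repressing control; strong numbers were not always called active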
TNAP activators: stimulation of alkaline phosphatase TNAP activity – biochemical, luminescent, no phosphate acceptor, uHTS, primary screen (AID 1001). actives 0.03% (n = 200,000). purified TNAP, luminescent activation assay, no phosphate acceptor; higher activation fold means a stronger effect. one-dose activation fold at 20 µM; EC50 in µM for titrated hits; in the data active means activation fold from about 3, or a potency from the dose series; inactive means the rest, 99 in 100 with activation fold below about 1.6; further: many of its hits are not listed in these tables
RSV CPE inhibition: RSV antiviral activity via CPE protection, HEp-2 cells, primary 10 µM value included (AID 2391) | HEp-2 cells, RSV-induced CPE inhibition; higher % means a stronger effect | one-dose CPE inhibition, % at 10 µM; IC50 in µM for titrated hits | actives 0.13% (n = 310,000); in the data active means a potency from the dose series; inconclusive means CPE inhibition mostly from about 23% at the one dose, without a potency; inactive means the rest, 99 in 100 with CPE inhibition below about 21%; further: strong numbers were not always called active
Ins promoter up cell count: further read-out of Ins promoter up, marked with its call; cell count; measured here: cytotoxicity, nuclei count;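 total cells summed across four imaged fields per well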
* hit, by the source's call. Unless noted, no stated cut-off is given here; in the data, active means inhibition above about 50%; inactive means the rest.

For COc1cccc(NC(=O)COc2cccc(-n3cnnn3)c2)c1 the results were West Nile antiviral -0.2%, CSM14.1 death rescue -1.4%, PMI inhibitors -2.4%, human PMI inhibitors -6.4%, Ins promoter up 0.31, Large T inhibition 2.0%, PhoP inhibition -3.6%, TNAP activators 1.1, RSV CPE inhibition 1.2% and Ins promoter up cell count 1612.
For Cc1ccnc(N2C(=O)C3C4CC(C(Br)C4Br)C3C2=O)c1 (stereo not given) the results were West Nile antiviral 0.0%, CSM14.1 death rescue -2.9%, PMI inhibitors -3.1%, human PMI inhibitors -5.0%, Large T inhibition 7.8%, PhoP inhibition 0.9%, TNAP activators 1.1 and RSV CPE inhibition 0.6%.
For CC(C)Sc1nc2c(cnn2-c2ccc(Cl)cc2)c(=O)[nH]1 the results were West Nile antiviral 0.1%, Large T inhibition 5.6%, PhoP inhibition -4.7% and RSV CPE inhibition 2.2%.
COc1ccc(C(=O)NCc2nnc(SCC(=O)c3ccccc3)o2)cc1 was read as West Nile antiviral -0.8%, Large T inhibition 4.7%, PhoP inhibition 2.2% and RSV CPE inhibition 0.5%.
`Cn1c(N)c(C(=O)COC(=O)C2(c3ccc(F)cc3)CCCC2)c(=O)n(C)c1=O` gave West Nile antiviral -0.1%, PMI inhibitors 31.4%, human PMI inhibitors 17.9%, Ins promoter up 0.12, Large T inhibition 2.6%, PhoP inhibition -0.2%, TNAP activators 1, RSV CPE inhibition 0.1% and Ins promoter up cell count 1199.
Screening COc1ccc(CCNc2ccc(S(N)(=O)=O)cn2)cc1 returned West Nile antiviral 0.1%, Large T inhibition 4.1%, PhoP inhibition 12.3% and RSV CPE inhibition 2.3%.
Screening CCOC(=O)C1C(=O)NC(N2CCN(c3ccccc3)CC2)=NC1c1ccccc1 (stereo not given) returned West Nile antiviral -0.8%, CSM14.1 death rescue 0.0%, PMI inhibitors -0.1%, human PMI inhibitors -2.0%, Large T inhibition -1.2%, PhoP inhibition -12.0%, TNAP activators 1.1 and RSV CPE inhibition 0.7%.
`c1cc(C2CCN(Cc3nc(-c4ccc5c(c4)OCO5)no3)CC2)ccn1` gave West Nile antiviral -1.7%, CSM14.1 death rescue -0.1%, PMI inhibitors 10.9%, human PMI inhibitors -26.5%, Ins promoter up -1.23, Large T inhibition 14.5%, PhoP inhibition -2.3%, TNAP activators 1.1, RSV CPE inhibition 0.6% and Ins promoter up cell count 1392.
CC1(C)CC2CC(C)(CN2c2ncnc3ccccc23)C1 (stereo not given) was read as West Nile antiviral -0.9%, PMI inhibitors 10.3%, human PMI inhibitors 11.0%, Ins promoter up -5.59, Large T inhibition 2.2%, PhoP inhibition 12.8%, TNAP activators 1, RSV CPE inhibition 6.9% and Ins promoter up cell count 520.
`COc1ccc(C(=O)N/C(N)=N/c2nc3ccccc3o2)cc1` gave West Nile antiviral 0.1%, CSM14.1 death rescue -2.1%, PMI inhibitors -0.9%, human PMI inhibitors 4.7%, Ins promoter up 0.31, Large T inhibition -0.6%, PhoP inhibition -12.2%, TNAP activators 1.1, RSV CPE inhibition 2.2% and Ins promoter up cell count 1393.
Screening O=C(COC(=O)c1cc(S(=O)(=O)N2CCCCC2)ccc1Cl)NCc1ccco1 returned West Nile antiviral 0.0%, CSM14.1 death rescue 0.5%, PMI inhibitors -7.2%, human PMI inhibitors 1.4%, Large T inhibition 19.6%, PhoP inhibition 0.7%, TNAP activators 1.1 and RSV CPE inhibition -0.8%.
`O=[N+]([O-])c1cccc(-c2cnc3ccccc3n2)c1` gave West Nile antiviral 0.0%, Ins promoter up 0.09, Large T inhibition 14.4%, PhoP inhibition -8.0% and Ins promoter up cell count 1168.
Screening CC(C)(CNC(=O)Cc1ccc(Cl)cc1Cl)N1CCCCC1 returned West Nile antiviral -0.9%, Large T inhibition 2.9%, PhoP inhibition -4.9% and RSV CPE inhibition -0.1%.
`COc1ccc(Nc2nc3c([nH]2)c(=O)[nH]c(=O)n3C)cc1` gave West Nile antiviral 0.8%, CSM14.1 death rescue 1.2%, PMI inhibitors 11.0%, human PMI inhibitors 11.6%, Large T inhibition 13.8%, PhoP inhibition 6.8%, TNAP activators 1 and RSV CPE inhibition 1.1%.
For C#CC[N+]1(CC#Cc2cccc3ccccc23)CCOCC1 the results were West Nile antiviral -0.3%, CSM14.1 death rescue -1.2%, PMI inhibitors 7.2%, human PMI inhibitors 0.0%, Ins promoter up -0.16, Large T inhibition 11.3%, PhoP inhibition 4.7%, TNAP activators 1.1, RSV CPE inhibition 1.2% and Ins promoter up cell count 1374.
CC1CN(CCCOc2ccc([N+](=O)[O-])cc2)CC(C)O1 (stereo not given) was read as West Nile antiviral -1.2%, CSM14.1 death rescue -1.3%, PMI inhibitors -13.9%, human PMI inhibitors -18.3%, Ins promoter up 0.69, Large T inhibition 12.3%, PhoP inhibition 6.5%, TNAP activators 1.1, RSV CPE inhibition -0.9% and Ins promoter up cell count 1179.
CCn1c(C)nnc1SCC(=O)Nc1ccc2c(c1)OCCO2 was read as West Nile antiviral 0.0%, Large T inhibition 14.9%, PhoP inhibition 0.1% and RSV CPE inhibition 1.1%.
Cc1cccc(NC(=O)CSC(N)=O)c1C was read as West Nile antiviral 0.1%, CSM14.1 death rescue 1.7%, PMI inhibitors -10.4%, human PMI inhibitors -32.7%, Ins promoter up -0.08, Large T inhibition 6.6%, PhoP inhibition -10.2%, TNAP activators 1.3, RSV CPE inhibition 0.2% and Ins promoter up cell count 1041.
Screening O=c1c2c(-c3ccccc3)csc2ncn1/N=C/c1c2ccccc2cc2ccccc12 returned West Nile antiviral 2.1%, CSM14.1 death rescue -1.4%, PMI inhibitors 13.0%, human PMI inhibitors 10.7%, Ins promoter up 0.33, Large T inhibition -5.5%, PhoP inhibition 6.7%, TNAP activators 1 and Ins promoter up cell count 973.
For Cc1nc(SCC(N)=O)c(C#N)c(C)c1C the results were West Nile antiviral 0.1%, Ins promoter up 1.12, Large T inhibition 1.4%, PhoP inhibition -3.0%, RSV CPE inhibition 1.4% and Ins promoter up cell count 1032.

Some of these compounds in order of molar mass, low to high.
For Cc1nc(SCC(N)=O)c(C#N)c(C)c1C the results were West Nile antiviral 0.1%, Ins promoter up 1.12, Large T inhibition 1.4%, PhoP inhibition -3.0%, RSV CPE inhibition 1.4% and Ins promoter up cell count 1032.
CC1CN(CCCOc2ccc([N+](=O)[O-])cc2)CC(C)O1 (stereo not given) was read as West Nile antiviral -1.2%, CSM14.1 death rescue -1.3%, PMI inhibitors -13.9%, human PMI inhibitors -18.3%, Ins promoter up 0.69, Large T inhibition 12.3%, PhoP inhibition 6.5%, TNAP activators 1.1, RSV CPE inhibition -0.9% and Ins promoter up cell count 1179.
`COc1ccc(C(=O)N/C(N)=N/c2nc3ccccc3o2)cc1` gave West Nile antiviral 0.1%, CSM14.1 death rescue -2.1%, PMI inhibitors -0.9%, human PMI inhibitors 4.7%, Ins promoter up 0.31, Large T inhibition -0.6%, PhoP inhibition -12.2%, TNAP activators 1.1, RSV CPE inhibition 2.2% and Ins promoter up cell count 1393.

(more compounds)
For S=C(NCCN1CCOCC1)Nc1ccc(Nc2ccccc2)cc1 the results were West Nile antiviral -1.6%, CSM14.1 death rescue -0.2%, PMI inhibitors 2.7%, human PMI inhibitors -1.5%, Ins promoter up 0.31, Large T inhibition 30.9%, PhoP inhibition -2.4%, TNAP activators 1, RSV CPE inhibition -0.2% and Ins promoter up cell count 1396.
`CCC(=O)N1CC2(C)CN(C(=O)CC)CC(C)(C1)C2` gave West Nile antiviral -0.2%, CSM14.1 death rescue -0.7%, PMI inhibitors -7.7%, human PMI inhibitors -4.6%, Ins promoter up 0.16, Large T inhibition 13.8%, PhoP inhibition 8.8%, TNAP activators 1.1, RSV CPE inhibition 1.1% and Ins promoter up cell count 1015.
For Cc1cc(C)c(C(=O)c2ccc(C(=O)N(C(C)C)C(C)C)cc2)c(C)c1 the results were West Nile antiviral inconclusive, CSM14.1 death rescue 0.2%, PMI inhibitors 5.7%, human PMI inhibitors 2.9%, Ins promoter up 1.96, Large T inhibition 2.0%, PhoP inhibition -6.7%, TNAP activators 1.1, RSV CPE inhibition -1.7% and Ins promoter up cell count 910.
Screening COc1cccc(-c2cc(C(=O)NN3CCOCC3)c3ccccc3n2)c1 returned West Nile antiviral -0.2%, CSM14.1 death rescue -2.1%, PMI inhibitors -1.8%, human PMI inhibitors -2.1%, Ins promoter up 0.6, Large T inhibition 7.5%, PhoP inhibition -3.0%, TNAP activators 1, RSV CPE inhibition 1.7% and Ins promoter up cell count 1339.
Screening O=C(COC(=O)Cc1ccc(Br)cc1)NCC1CCCCC1 returned West Nile antiviral -0.1%, CSM14.1 death rescue 0.6%, PMI inhibitors 2.2%, human PMI inhibitors 0.4%, Ins promoter up -0.43, Large T inhibition 24.3%, PhoP inhibition 0.2%, TNAP activators 1.1, RSV CPE inhibition -0.3% and Ins promoter up cell count 1614.
For O=C(COc1cccc2cccnc12)Nc1nccs1 the results were West Nile antiviral 1.0%, CSM14.1 death rescue -0.5%, PMI inhibitors 6.9%, human PMI inhibitors 4.0%, Ins promoter up -0.32, Large T inhibition -1.1%, PhoP inhibition 7.8%, TNAP activators 1, RSV CPE inhibition -0.3% and Ins promoter up cell count 848.
For Cc1ccc(NC(=O)CCc2nnc(SCC(=O)Nc3ccccc3C)n2C)cc1Cl the results were West Nile antiviral 0.0%, CSM14.1 death rescue -1.5%, PMI inhibitors -16.3%, human PMI inhibitors -6.6%, Ins promoter up -0.3, Large T inhibition -3.2%, PhoP inhibition -3.0%, TNAP activators 1.1, RSV CPE inhibition 0.9% and Ins promoter up cell count 1517.
Screening CC(=O)N1CCN=C1SCc1ccc(C)cc1 returned West Nile antiviral -0.4%, CSM14.1 death rescue -0.4%, PMI inhibitors 7.2%, human PMI inhibitors 5.8%, Ins promoter up -0.37, Large T inhibition 2.4%, PhoP inhibition 10.7%, TNAP activators 1.1, RSV CPE inhibition 0.8% and Ins promoter up cell count 2124.
`CCOC(=O)c1ccc(N(C(=O)CNC(=O)c2ccco2)C(C(=O)NCC2CCCO2)c2ccc(OC)c(OC)c2)cc1` (stereo not given) gave West Nile antiviral -0.3%, Large T inhibition 0.2%, PhoP inhibition 4.5% and RSV CPE inhibition 1.1%.
`CCOC(=O)C1CCN(CCC(=O)Nc2ccc(F)cc2)CC1` gave West Nile antiviral -0.2%, CSM14.1 death rescue -0.1%, PMI inhibitors -0.5%, human PMI inhibitors 0.9%, Ins promoter up 0.15, Large T inhibition -0.5%, PhoP inhibition 0.1%, TNAP activators 1.1, RSV CPE inhibition 0.4% and Ins promoter up cell count 1194.
`O=C(COC(=O)c1cccc(S(=O)(=O)N2CCOCC2)c1)c1ccccc1` gave West Nile antiviral 0.4%, Large T inhibition -0.1%, PhoP inhibition 3.6% and RSV CPE inhibition 0.8%.
CC(=O)NCC(=O)NC1CCCc2c1cnn2-c1ccc(C(C)(C)C)cc1 (stereo not given) was read as West Nile antiviral -0.8%, Large T inhibition 9.1%, PhoP inhibition 5.3% and RSV CPE inhibition 14.6%.

Assay outcomes (PubChem)
